Source: PubChem BioAssay
CYP2C19 inhib = blockers of cytochrome P450 2C19 activity – biochemical, luminescence, ADME assay, primary screen; P33261; CYP2C19 Supersomes, luciferin-H EGE luminescence, 30 min; inhibition, % at 5 µM; hit rate 21% among 96,000; AID 778, 2007;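 active means CYP2C19 inhibition above a set limit at 5 µM in the primary screen, cut at about 50% in these data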;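 further: plate controls were negative control wells for no effect and 2.5 mM tranylcypromine positive control for full effect; values of inactives mirror those of a sister screen read the other way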
TNFa cytotox = cytotoxicity in TNFa-stimulated HUVEC, primary screen, cytotoxicity control for VCAM1 expression modulator project, imaging, Hoechst nuclei count. hit rate 0.17% among 93,000. HUVEC TNFalpha-stimulated, Hoechst cell count. AID 848, 2007. cell count reduction, % at 2 µM;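 active means cell count reduction exceeding the screen mean by over 5 SD, scaled to untreated wells per plate, cut at about 78% in these data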;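 further: cells counted after 24 h of TNF alpha exposure following the 1 h pretreatment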
CYP2C19 activ = human CYP2C19 activators, primary screen, biochemical, luminescence; Cytochrome P450 2C19 (Homo sapiens), P33261; recombinant CYP2C19, luciferin-H EGE luminescence; hits give high values; 0 = fully inhibited enzyme, 1 = untreated enzyme; activation factor at 5 µM; 96,000 tested, under 10 active; AID 1025, 2008;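 active means activation factor of at least 2 at 5 µM in the primary screen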;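 further: 0 = wells with 2.5 mM tranylcypromine and 1 = vehicle-only wells; values of inactives mirror those of a sister screen read the other way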
Candida biofilm = clotrimazole potentiators killing Candida biofilms, primary screen, with clotrimazole, Alamar Blue; hit rate 0.14% among 85,000; C. albicans biofilm + clotrimazole; inhibition, % at 6 µM;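 active means inhibition above 20%; inactive means inhibition below 20%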;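 further: preformed 24 hr biofilms exposed to compound for 48 hr; 0% = biofilm without compound and 100% = blank killed by clotrimazole plus chlorhexidine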
DAT uptake mod = changed hDAT dopamine uptake under cocaine IC80, either direction, primary screen, cocaine antagonist project, cell-based, LLC-PK1 hDAT, [14C]-dopamine uptake, MLSMR; Sodium-dependent dopamine transporter (Homo sapiens), Q01959; LLC-PK1 hDAT cells, [14C]-dopamine uptake with cocaine IC80; actives deviate in either direction; B-score at 10 µM; hit rate 1.3% among 110,000; AID 449768, 2010;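 active means Z score or B-score, a plate-position-corrected score, falls beyond the plate's 99.7% confidence bounds, in either direction; inactive means both scores lie inside the 99.7% bounds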;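 further: scored against the spread of the other compound wells on the same plate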
Target sequence (Q01959 whole entry, looked up): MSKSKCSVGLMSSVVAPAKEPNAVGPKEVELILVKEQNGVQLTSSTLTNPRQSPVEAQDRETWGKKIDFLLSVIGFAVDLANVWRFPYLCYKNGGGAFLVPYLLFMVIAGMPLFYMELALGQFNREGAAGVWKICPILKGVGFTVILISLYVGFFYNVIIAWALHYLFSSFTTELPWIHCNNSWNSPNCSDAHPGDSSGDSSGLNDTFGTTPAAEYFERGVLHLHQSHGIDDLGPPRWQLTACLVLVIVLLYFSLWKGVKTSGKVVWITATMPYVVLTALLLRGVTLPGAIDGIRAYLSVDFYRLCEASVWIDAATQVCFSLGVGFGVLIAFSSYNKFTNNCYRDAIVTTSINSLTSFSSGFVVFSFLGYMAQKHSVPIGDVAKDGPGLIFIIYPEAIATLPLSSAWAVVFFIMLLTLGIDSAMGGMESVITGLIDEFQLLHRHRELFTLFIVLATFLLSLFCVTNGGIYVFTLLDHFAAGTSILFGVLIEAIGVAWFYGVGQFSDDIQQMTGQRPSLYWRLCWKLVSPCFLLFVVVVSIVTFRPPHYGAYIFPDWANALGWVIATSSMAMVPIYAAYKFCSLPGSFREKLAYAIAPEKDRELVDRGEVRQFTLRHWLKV
CYP2C9 act = human CYP2C9 activators, primary screen, biochemical, luminescence. recombinant CYP2C9, luciferin-H conversion; hits give high values; factor 1 = untreated enzyme, 0 = blocked. activation factor at 5 µM. Cytochrome P450 2C9 (Homo sapiens), P11712. hit rate 1.4% among 96,000;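 active means activation factor of 2 or more for CYP2C9 at a 5 µM dose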;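 further: 0 = sulfaphenazole-blocked wells and 1 = vehicle-only wells; values of inactives mirror those of a sister screen read the other way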
Target sequence (P11712 whole entry, looked up): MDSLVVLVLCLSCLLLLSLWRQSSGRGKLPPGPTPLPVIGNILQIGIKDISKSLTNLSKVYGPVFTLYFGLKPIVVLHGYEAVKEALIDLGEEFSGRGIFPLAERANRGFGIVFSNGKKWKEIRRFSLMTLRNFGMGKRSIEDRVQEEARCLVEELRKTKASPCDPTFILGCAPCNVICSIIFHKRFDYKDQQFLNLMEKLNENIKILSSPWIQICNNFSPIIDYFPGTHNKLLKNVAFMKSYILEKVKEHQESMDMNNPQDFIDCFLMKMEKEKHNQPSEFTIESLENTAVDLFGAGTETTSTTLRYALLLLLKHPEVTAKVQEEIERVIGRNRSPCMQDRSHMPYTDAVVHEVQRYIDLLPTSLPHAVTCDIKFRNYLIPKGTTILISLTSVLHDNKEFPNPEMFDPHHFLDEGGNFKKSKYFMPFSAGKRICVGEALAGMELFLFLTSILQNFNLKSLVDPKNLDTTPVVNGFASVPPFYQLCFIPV
CYP2C9 inhib = blockers of cytochrome P450 2C9 activity – biochemical, luminescence, ADME assay, primary screen; inhibition, % at 5 µM; hit rate 20% among 96,000; AID 777, 2007; CYP2C9 Supersomes, luciferin-H conversion;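 active means blocking of liver enzyme CYP2C9 beyond about 50% at 5 µM, limit read from the data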; further: values of inactives mirror those of a sister screen read the other way
VCAM1 TNFa inh = inhibitors of TNFa-induced VCAM1 expression, primary screen, imaging, HUVEC, TNFa stimulus, immunofluorescence | HUVEC TNFa-induced VCAM-1 immunofluorescence, high-content imaging | inhibition, % at 2 µM | hit rate 0.48% among 95,000;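 active means inhibition above the batch mean plus 3 SD, with images confirmed as a hit by eye, cut at about 37% in these data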;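 further: 0% = TNF-stimulated DMSO wells and 100% = unstimulated control wells; not every result past the cut was called active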
IL1B cytotox = cytotoxicity in IL-1B stimulated HUVEC, primary screen, cytotoxicity control for IL-1B NFkB translocation project, imaging, Hoechst nuclear count, IL-1B stimulus; HUVEC cell count loss; cell count reduction, % at 2 µM; hit rate 0.41% among 94,000;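 active means cell count reduction more than 3 SD above the screen-wide mean, cut at about 70% in these data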;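 further: normalized per plate to untreated control cells as the no-loss baseline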
* hit, by the source's call; . = not tested or not shown. No enrichment for hits; about 29% have a hit in one of these screens.

SMILES	CYP2C19 inhib	TNFa cytotox	CYP2C19 activ	Candida biofilm	DAT uptake mod	CYP2C9 act	CYP2C9 inhib	VCAM1 TNFa inh	IL1B cytotox
c1ccc2c(c1)ncn2CCCCOc1ccc2c(c1)CCC2	24	-15	0.8	3	1.2	0.9	13	21	-16
CCCCNC(=O)OC(C)CNC(=O)Oc1cccc(C)c1 (stereo unspecified)	22	.	0.8	-4	1.3	0.9	10	.	.
CC(=O)Nc1ccc(S(=O)(=O)Nc2nc3ccc(C)cc3s2)cc1	31	-4	0.7	11	0.47	0.6	40	23	.
Cc1cccc(N=C2NN=C(c3ccc4c(c3)OCCO4)CS2)c1	30	-15	0.7	7	-0.4	0.6	37	6	-6
CCOC(=O)c1ccc(N2C(=O)C(O)=C(C(C)=O)C2c2ccccc2)cc1 (stereo unspecified)	.	-5	.	5	-0.36	.	.	-20	-18
CCOC(=S)N/C(=N\S(=O)(=O)c1ccccc1)c1ccccc1	.	-6	.	.	0.11	.	.	7	6
CCNC(=O)c1sc(=S)n(CC)c1N	-15	2	1.1	.	0.31	1.1	-8	-3	-4
COc1cc(-c2c(C#N)c(N)nc3c2CCCC3)ccc1O	18	6	0.8	8	-0.23	1.1	-13	-6	-27
O=C(Oc1cccnc1)c1cc(S(=O)(=O)N2CCOCC2)ccc1Cl	10	-36	0.9	6	-0.14	1	4	6	-11
COc1ccc(C2N3CC4(C)CN2CC(C)(C3)C4O)cc1 (stereo unspecified)	-18	-16	1.2	.	-0.0052	1	-4	19	-18
CCCn1c(=O)[nH]c(=O)c2c1nc(-c1ccc(OC(F)F)c(OC)c1)n2CCOC	45	-1	0.6	.	1.9	0.5	54*	2	17
COc1cccc(OC)c1-c1nnc(-c2cn(C)c3ccccc23)o1	21	-19	0.8	6	1.8	0.8	19	1	18
O=C(CCn1c(=O)oc2ccccc21)NCc1ccc2c(c1)OCO2	26	.	0.7	3	1.7	1	-3	.	.
Cc1ccc(S(=O)(=O)N2CCN(S(=O)(=O)N(C)C)CC2)cc1	42	13	0.6	0	-0.14	0.8	19	-1	29
CCOC(=O)C(=O)c1csc(NC(=O)COc2ccc(N(C)S(=O)(=O)c3ccc(F)cc3)cc2)n1	57*	10	0.4	3	-0.0056	0.4	59*	9	-9
CC(CCc1ccccc1)NC(=O)CSc1nc(N)cc(N)n1 (stereo unspecified)	56*	-5	0.4	2	0.003	0.8	22	4	-15
CCn1c(SCC(=O)c2ccc(Cl)s2)nnc1-c1cccs1	94*	-16	0.1	4	0.33	0.3	69*	-4	-73
CCc1ccc(S(=O)(=O)NCCc2csc(-c3cccnc3)n2)s1	94*	14	0.1	0	-0.65	0.1	89*	11	11
COC(=O)C(C)Sc1n[nH]c(=S)s1 (stereo unspecified)	-15	-4	1.2	0	-0.081	1.1	-10	-2	4
CCn1c(SCC(=O)N2CCCCC2)nc2c(c1=O)SC(C)C2 (stereo unspecified)	25	-15	0.7	3	-0.0059	0.3	69*	2	3
Cc1nn(C(C)c2n[nH]c(=S)n2-c2ccc(F)cc2)c(C)c1[N+](=O)[O-] (stereo unspecified)	.	.	.	6	1.2	.	.	-4	-12
CC(/C=C/c1ccccc1)=N\Nc1nc(-c2ccccc2)cs1	9	-2	0.9	.	-0.42	0.9	6	-8	-12
CCc1ccc(NC(=O)C2CC=CCC2C(=O)O)cc1 (stereo unspecified)	7	35	0.9	3	-0.68	0.9	8	16	-4
O=C1C(Nc2cccc(O)c2)=C(N2CCCCC2)C(=O)c2ccccc21	39	-1	0.6	.	-2.7*	0.4	62*	2	-55
COc1cc(-c2nc3cnccn3c2Nc2ccc(C)cc2)ccc1O	80*	-1	0.2	-1	1.6	0.5	55*	23	-8
O=C1CC(c2ccccc2)n2nc(N3C(=O)c4ccccc4C3=O)nc2N1 (stereo unspecified)	-6	-8	1.1	4	1.2	1	2	4	.
Cc1cccc(C)c1OCCCCc1c(C)n[nH]c1C	60*	-47	0.4	12	0.91	0.3	70*	12	4
O=C(c1ccc(COc2ccccc2[N+](=O)[O-])o1)N1CCCCCC1	30	-14	0.7	.	0.78	0.8	23	1	-1
Cc1cccn2cc(-c3ccccc3)nc12	9	16	0.9	-1	-0.034	1	0	-10	-7
O=C(Cc1ccccc1)NN1C(=O)C2C3C=CC(C3)C2C1=O (stereo unspecified)	-2	-38	1	.	-1.2	0.9	5	20	4
O=C(CSc1nc2ccccc2n1Cc1ccccc1)N/N=C/c1ccco1	56*	10	0.4	.	-0.83	0.5	49	11	-21
Cc1nnc(SCC(=O)NCc2ccco2)n1-c1ccccc1	-16	-16	1.2	-2	0.11	1.1	-14	-5	-9
CCCNC(=O)COC(=O)c1ccc(OCC(=O)Nc2ccccc2OC)c(OC)c1	39	-18	0.6	.	0.47	0.9	14	-12	-11
COc1ccc(N2CCN(C(CNS(=O)(=O)c3cc(F)ccc3F)c3cccnc3)CC2)cc1 (stereo unspecified)	74*	2	0.3	3	.	0.4	57*	-4	25
CC(=O)N1CCCc2cc(S(=O)(=O)N3CCN(C4CCCCC4)CC3)ccc21	41	.	0.6	6	1.4	1	0	.	.
CC(C)c1cc(C(=O)Nc2ccc3c(c2)OCO3)no1	33	.	0.7	-6	1.6	0.5	46	.	.
CC(c1nnc(SCC(=O)Nc2ccc3[nH]c(=O)[nH]c3c2)n1Cc1ccccc1)N(C)C (stereo unspecified)	-9	.	1.1	10	0.04	1.1	-8	.	.
COC(=O)c1cn(CC(=O)N2C(C)CCCC2C)c2ccccc12 (stereo unspecified)	.	-28	.	-1	0.34	.	.	-8	42
O=C1C2C3c4ccccc4C(c4ccccc43)C2C(=O)N1CN1CCOCC1 (stereo unspecified)	17	-28	0.8	2	-0.3	1	0	5	8
CCCn1c(-c2cccs2)nc2ccccc21	30	.	0.7	2	1.2	1	3	.	.
COC(=O)c1c(N)nc(C)n1-c1ccc(OC)cc1	48	-6	0.5	.	0.015	1	-1	2	17
COc1ccc(Cl)c(Cn2c(NCCCN(C)C)nc3c2c(=O)n(C)c(=O)n3C)c1	-3	.	1	0	0.34	0.8	19	.	-22
Clc1ccc(C2CC(c3cccs3)n3ncnc3N2)cc1Cl (stereo unspecified)	82*	.	0.2	11	1.6	0.5	53*	.	.
CCN1CCCC1CNC(=O)CSCc1nc(-c2ccccc2C)oc1C (stereo unspecified)	-1	6	1	6	0.77	0.9	5	19	-58
Cc1cc2ncc(C(=O)Nc3ccccc3)c(C)n2n1	12	-19	0.9	4	-0.044	0.8	20	-8	-29
COCCCNC(=O)c1c(N)n(/N=C/c2cccs2)c2nc3ccccc3nc12	48	.	0.5	3	0.38	0.3	67*	.	.
C/C=C/C(=O)OCC(=O)Nc1c(Cl)cccc1Cl	40	-18	0.6	.	-0.51	0.7	26	12	-3
COCc1ccc(O)c2ncccc12	-15	-1	1.2	3	0.64	1.1	-7	19	.

Whole records, looked up by structure. Order of screens: CYP2C19 inhib, TNFa cytotox, CYP2C19 activ, Candida biofilm, DAT uptake mod, CYP2C9 act, CYP2C9 inhib, VCAM1 TNFa inh, IL1B cytotox
COCc1ccc(O)c2ncccc12 as listed: -15, -1, 1.2, 3, 0.64, 1.1, -7, 19, .
CCCn1c(-c2cccs2)nc2ccccc21 as listed: 30, ., 0.7, 2, 1.2, 1, 3, ., .

The results go on.
SMILES	CYP2C19 inhib	TNFa cytotox	CYP2C19 activ	Candida biofilm	DAT uptake mod	CYP2C9 act	CYP2C9 inhib	VCAM1 TNFa inh	IL1B cytotox
COc1ccc2[nH]c(=O)c(CN(Cc3ccco3)Cc3nnnn3Cc3ccccc3)cc2c1	12	-15	0.9	-3	0.89	1	-4	2	3
CCc1cc2c3c(c(=O)oc2cc1OC)CCCC3	-9	-4	1.1	2	0.96	0.8	20	1	-2
Cc1cc(C)c(C#N)c(SCC(=O)N2CCN(Cc3ccccc3)CC2)n1	52*	-3	0.5	.	1.2	0.7	30	24	-14
Cc1cc(Cl)c(S(=O)(=O)Nc2ccc(Cl)cn2)cc1OCC(N)=O	.	-14	.	4	-0.73	.	.	-30	-14
CC1CN(C(=O)c2ccccc2Sc2ccccc2C#N)CC(C)O1 (stereo unspecified)	22	-8	0.8	4	-0.45	0.8	22	-2	-1
Cc1cc(NC(=O)C2CCCCC2C(=O)O)no1 (stereo unspecified)	-14	2	1.1	-5	0.11	1.2	-22	1	-37
COc1ccc(-c2cc(C(F)(F)F)nc(S(C)(=O)=O)n2)cc1OC	13	-11	0.9	-1	0.55	1	4	14	5
CCNc1nc(SC)nc(N(C#N)CC(=O)OC)n1	3	-3	1	3	0.31	1.3	-26	2	8
COCCN(C(=O)CNC(=O)c1ccco1)C(C(=O)NC1CCCC1)c1cccs1 (stereo unspecified)	.	-20	.	4	-1.3	.	.	8	-21
CCOC(=O)c1ccc(Oc2nc(NC(C)(C)C)nc(N(C)C)n2)cc1	84*	-19	0.2	7	0.58	0.1	88*	17	4
O=C(Nc1ccc(N2CCN(C(=O)c3ccc(Cl)cc3)CC2)cc1)c1ccc(Br)o1	32	-38	0.7	12	0.23	0.4	57*	12	-23
CCN=C1SC(CC(=O)Nc2ccc(C(F)(F)F)cc2)C(=O)N1CC (stereo unspecified)	65*	-35	0.4	5	-1	0.8	17	13	-30
COCCNC(=O)c1ccc(CS(=O)(=O)c2ccc(OC)cc2)o1	.	-2	.	-2	-1.2	.	.	4	12
CCOC(=O)c1ccc(NC(=O)NC2CCN(CC(=O)NCc3ccc4c(c3)OCO4)CC2)cc1	4	-20	1	.	-0.014	0.9	10	6	4
CCCOc1ccc(N2C(=O)CC(S/C(N)=N/N=C(\C)c3cccs3)C2=O)cc1 (stereo unspecified)	6	3	0.9	.	-1.4	0.7	27	8	-24
COC(=O)c1sccc1NC(=O)c1ccc(OC)cc1	42	-10	0.6	9	0.13	0.8	22	-21	-8
CCCC(=O)OCCn1c(Br)nc2c1c(=O)[nH]c(=O)n2C	.	11	.	5	-0.044	.	.	10	13
C=C(C)c1cccc(C(C)(C)NC(=O)N2CCN(CC)CC2)c1	.	-16	.	-5	-0.79	.	.	-7	3
O=C(c1ccc2c(c1)OCO2)N1CCN(c2ccccc2)CC1	88*	5	0.1	9	0.14	0.5	45	6	-22
c1ccc(Nc2cc(Nc3ccccc3)[nH]n2)cc1	74*	-9	0.3	5	2.2	0.5	45	17	-43
COc1ccc(NC(=O)CSc2nnc(CNC(=O)c3ccco3)o2)c(OC)c1	3	-2	1	11	-0.011	0.9	8	10	20
CC(=O)N/C(=C/c1ccc2c(c1)OCO2)C(=O)NCCCO	-14	-14	1.1	.	-0.36	1.2	-23	7	-7
COc1ccc(-c2nnc(SCC(=O)c3ccco3)n2-c2ccccc2)cc1	-14	-39	1.1	-2	0.89	1.1	-15	-12	23
Cc1cc(C)c2cc(CN(Cc3nnnn3C3CCCCC3)CC3CCCO3)c(=O)[nH]c2c1 (stereo unspecified)	86*	-28	0.1	9	1.3	0.4	55*	1	-2
CCCC(=O)Nc1ccc(Cl)c(NC(=O)CC)c1	-3	-28	1	7	-0.00054	1	4	5	10
